Screens (PubChem)
IDH1 R132H inh: qHTS for Inhibitors of mutant isocitrate dehydrogenase 1 (IDH1): qHTS | Isocitrate dehydrogenase [NADP] cytoplasmic (Homo sapiens), O75874 | IDH1-R132H enzyme, NADPH consumption, diaphorase/resazurin fluorescence | Potency, µM (doses to about 76.6 µM), for inactives: at the top dose activity change, negative = inhibition, usual class: inhibitors | 390,000 compounds, 0.093% hits | AID 602179, 2012; note: potency is the fitted concentration of half-maximal effect; % is set by controls: 0 for no effect and ±100 for the full control effect; nearly all actives have a fitted effect of over 65% in size
Target sequence (O75874 whole entry R132H, stated change not applied): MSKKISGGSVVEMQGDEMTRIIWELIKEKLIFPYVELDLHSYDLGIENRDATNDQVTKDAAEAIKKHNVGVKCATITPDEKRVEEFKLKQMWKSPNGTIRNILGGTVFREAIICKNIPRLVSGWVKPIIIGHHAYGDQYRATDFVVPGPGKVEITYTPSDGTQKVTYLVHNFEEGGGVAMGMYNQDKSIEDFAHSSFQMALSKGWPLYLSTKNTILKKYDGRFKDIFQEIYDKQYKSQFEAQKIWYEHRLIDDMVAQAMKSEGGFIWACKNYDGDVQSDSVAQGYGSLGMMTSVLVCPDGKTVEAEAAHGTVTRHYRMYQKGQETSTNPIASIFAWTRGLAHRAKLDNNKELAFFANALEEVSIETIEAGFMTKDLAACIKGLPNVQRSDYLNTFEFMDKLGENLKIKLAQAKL
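IDH1-R132H (0.5 ug/mL) preincubated 30 min with compound, then NADPH (0.016 mM) and alpha-KG (2 mM) added; 80 min at RT, pH 7.5. Remaining NADPH coupled via diaphorase/resazurin to fluorescence (540/590 nm); concentration-response curves normalized to no-enzyme control.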
GRP78 ERSR act: qHTS for Inducers of the Endoplasmic Reticulum Stress Response (ERSR) in Human Glioma: qHTS; U87-MG GRP78 promoter luciferase reporter, 16 h; AID 602332, 2012; 420,000 compounds, 0.02% hits; Potency, µM, inactives show at the highest dose activation, most hits filed as activators; note: potency is the fitted concentration of half-maximal effect; series mostly up to about 76 µM; % of control where 0% means no effect; nearly all actives have a fitted effect of over 35% in size
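ERSR induction read as luciferase luminescence (Bright-Glo, 10 min at room temperature) in stably transfected human U87-MG glioma cells exposed to compounds for 16 h, using GRP78 as sensor.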
TrxR1 substrate: qHTS Assay for Substrates of Mammalian Selenoprotein Thioredoxin Reductase 1 (TrxR1): qHTS; purified TrxR1 substrate turnover, NADPH consumption readout; Potency, µM (top dose mostly 114 µM), for the others: at the top dose activity change, negative = substrate turnover; 390,000 compounds, 0.01% hits; note: potency is the fitted concentration of half-maximal effect; % is set by controls: 0 for no effect and ±100 for the full control effect; nearly all actives have a fitted effect of over 50% in size
Target sequence (O89049 whole entry, looked up): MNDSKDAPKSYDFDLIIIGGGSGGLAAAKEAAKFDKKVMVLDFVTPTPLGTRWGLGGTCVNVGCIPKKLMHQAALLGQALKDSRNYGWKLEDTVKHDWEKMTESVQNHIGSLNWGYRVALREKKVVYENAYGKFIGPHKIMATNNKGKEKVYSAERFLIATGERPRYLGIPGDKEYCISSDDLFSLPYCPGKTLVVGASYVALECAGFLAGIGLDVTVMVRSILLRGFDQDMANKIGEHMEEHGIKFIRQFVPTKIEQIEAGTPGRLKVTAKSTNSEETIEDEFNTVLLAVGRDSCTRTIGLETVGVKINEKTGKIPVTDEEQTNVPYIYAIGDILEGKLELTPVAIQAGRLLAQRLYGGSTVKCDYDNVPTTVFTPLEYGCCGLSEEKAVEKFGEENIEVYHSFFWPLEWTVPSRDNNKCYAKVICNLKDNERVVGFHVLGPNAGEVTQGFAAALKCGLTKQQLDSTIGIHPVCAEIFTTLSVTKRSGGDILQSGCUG
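Rat TrxR1, dispensed at 90 nM, was prereduced with 400 uM NADPH (final) for 5 min at ~22 deg C, then incubated with compound 15 min before 400 uM selenite. A first-read NADPH fluorescence drop versus no-compound background flagged substrates.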
Vif-APOBEC3F blk: qHTS for Inhibitors of Vif-A3F Interactions: qHTS; HeLa A3F-eYFP + Vif (tagged APOBEC3F with the HIV-1 protein that degrades it), YFP fluorescence increase; Potency, µM (series often up to 46.1 µM), inactives show at the top dose activity, negative = active; 390,000 compounds, 0.2% hits; note: potency is the fitted concentration of half-maximal effect; % of control where 0% means no effect; nearly all actives have a fitted effect of over 65% in size
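HeLa cells stably expressing A3F-eYFP plus Vif, plated and incubated overnight at 37 deg C, then exposed to compounds overnight at 37 deg C. Blocked degradation read as raised yellow fluorescence (Ex 488/Em 500-530).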
LDHA inh: qHTS assay for inhibitors of human lactate dehydrogenase; purified LDHA, NADH/diaphorase-resazurin fluorescence; active compounds read low; 480,000 compounds, 0.15% hits; activity change, % (values are at about 110 or 230 µM); AID 1347041, 2019; L-lactate dehydrogenase A chain (Homo sapiens), P00338; in the data active = activity change below about -30%; inconclusive = mostly about -25% to -30%;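 note: plate controls were DMSO wells for no effect and wells without enzyme for full effect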
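Enzyme activity of human lactate dehydrogenase 5 (2 nM; 0.06 mM NADH, 0.2 mM pyruvate, 5 min, RT) is measured via a resazurin/diaphorase fluorescence readout of residual NADH.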
Vif-APOBEC3G blk: qHTS for Inhibitors of Vif-A3G Interactions: qHTS | DNA dC->dU-editing enzyme APOBEC-3G (Homo sapiens), Q9HC16 | HeLa A3G-eYFP + Vif (tagged APOBEC3G with the HIV-1 protein that degrades it), YFP fluorescence, overnight | Potency, µM (doses to about 46.1 µM), for inactives: top-dose activity, negative = active, actives largely listed as inhibitors | 410,000 compounds, 0.076% hits;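 note: potency is the fitted concentration of half-maximal effect; % is set by controls: 0 for no effect and ±100 for the full control effect; nearly all actives have a fitted effect of over 60% in size; hits raise eYFP signal because A3G escapes Vif-driven loss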
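Read-out is eYFP fluorescence (Ex 488/Em 500-530) from Vif-expressing HeLa A3G-eYFP cells; more signal means A3G escaped Vif-mediated degradation. Cells plated overnight, compound pinned in, incubated overnight at 37 deg C.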
RGS4 inhibitor: Inhibitors of Regulator of G Protein Signaling (RGS) 4: qHTS. AID 504845, 2011. Regulator of G-protein signaling 4 (Homo sapiens), P49798. 390,000 compounds, 0.039% hits. Transcreener GDP fluorescence polarization, RGS4-accelerated GTP hydrolysis. Potency, µM (top dose mostly 114 µM), inactives show at the highest dose activity change, negative = inhibition, hits mostly inhibitors; note: potency is the fitted concentration of half-maximal effect; % is set by controls: 0 for no effect and ±100 for the full control effect; nearly all actives have a fitted effect of over 75% in size; some results filed as inactive show a strong effect at the top dose
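MLSMR compounds (23 nl, pin-transferred) preincubated 10 min at room temperature with a 500nM (2x) first reagent, then RGS4 at 900nM (2x) plus Transcreener GDP mix added; fluorescence polarization (620/688 nm) read before and after 90 min at 30 °C.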
TrxR1 inh: qHTS Assay for Inhibitors of Mammalian Selenoprotein Thioredoxin Reductase 1 (TrxR1): qHTS; recombinant rTrxR1, NADPH fluorescence consumption, selenite substrate; Potency, µM (highest dose often 114 µM), for inactives: at the highest dose activity change, negative = inhibition, actives largely listed as inhibitors; Thioredoxin reductase 1, cytoplasmic (Rattus norvegicus), O89049; AID 588453, 2011; 390,000 compounds, 1% hits; note: potency is the fitted concentration of half-maximal effect; % is set by controls: 0 for no effect and ±100 for the full control effect; nearly all actives have a fitted effect of over 65% in size
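Rat TrxR1 (90 nM in the dispensed reagent) was pre-reduced with 400 uM NADPH for 5 min at room temperature, then incubated with compound for 15 min. After 400 uM selenite was added, NADPH fluorescence (Ex 340/Em 450 nm) was followed for 8 min.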
USP1-UAF1 inh: Inhibitors of USP1/UAF1: Primary Screen. Potency, µM (doses to about 57.1 µM), for inactives: at the highest dose activity change, negative = inhibition, actives largely listed as inhibitors. recombinant USP1/UAF1, Ub-Rhodamine cleavage fluorescence. 390,000 compounds, 0.23% hits; note: potency is the fitted concentration of half-maximal effect; % is set by controls: 0 for no effect and ±100 for the full control effect; nearly all actives have a fitted effect of over 60% in size; inactives centre near -12
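USP1/UAF1 complex (1 nM) preincubated 15 min at room temperature with compound, then Ub-Rho substrate (150 nM final) added. Kinetic fluorescence at 480/540 nm over 6 reads at 60 s intervals; 50 mM HEPES pH 7.8, 0.5 mM EDTA, 0.1 mg/ml BSA, 1 mM TCEP, 0.01% Tween-20.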
Numbers without * were called inactive; ? = inconclusive; . = not tested or not shown; & = joins results of further samples; [ ] = dose if it differs, or a comment. Unless noted, calls come from the whole dose curve; as a rule, active = well fitted curve in the direction sought with a large enough effect; inconclusive = small, poorly fitted or top-dose-only effect, or another doubt; inactive = no such curve, though single readings can be large; an effect the other way counts as inactive or inconclusive. Not all compounds are listed; the hit share may differ from the screen's.

SMILES	IDH1 R132H inh	GRP78 ERSR act	TrxR1 substrate	Vif-APOBEC3F blk	LDHA inh	Vif-APOBEC3G blk	RGS4 inhibitor	TrxR1 inh	USP1-UAF1 inh
Cc1ccccc1NC(=O)Cc1nc(COC(=O)CC(C)c2ccccc2)cs1 (stereo not given)	1.2%	-4.9%	-8.0%[57.1 µM]	-12.1%	0.5	-0.2%	-3.9%	9.6%[57.1 µM]	-32.7%
COc1cc(NC(=O)CSc2cc(=O)n(C)c3ccccc23)cc(OC)c1OC	-7.2%	-3.9%	-2.0%	2.1%	-11.3	0.9%	21.9%	6.4%	-17.9%
O=C(O)CCC(=O)/C=C/c1ccccc1	-5.4%	-0.1%	0.6%[57.1 µM]	-8.5%	-6.5	0.3%	17.1%	-2.5%[57.1 µM]	-18.8%
CCCN(C(=O)CSc1nnnn1C)c1c(N)n(Cc2ccccc2)c(=O)[nH]c1=O	-10.6%	-0.8%	-1.0%	-6.1%	-2.6	0.2%	7.8%[56.9 µM]	7.5%	-1.3%
N#CCNC(=O)C1c2ccccc2Oc2ccccc21	8.1%	-3.3%	-2.5%[57.1 µM]	-1.1%	-0.1	1.1%	-18.1%	14.4%[57.1 µM]	-12.7%
CCOc1ccc(CCNC(=O)c2cc3c(=O)n(C)c4ccccc4c3n2C)cc1OCC	-4.1%	-2.8%	-1.3%	-0.9%	2.9	1.0%	17.1%	-0.7%	-11.4%
CCCNC(=O)Nc1ccc(F)c(Cl)c1	7.0%	3.7%	-3.8%[57.1 µM]	2.2%	-8.3	-3.6%	-1.2%	0.3%[57.1 µM]	-12.4%
Cc1ccc(-c2c[n+](CC(=O)c3cccs3)c3n2CCC3)cc1	5.8%	-5.8%	-4.2%	-1.4%	-12.7	3.3%	-23.7%	-8.0%	-29.4%
NC(=O)c1ccsc1NC(=O)CS(=O)(=O)c1ccc(F)cc1	1.8%	0.9%	4.0%	3.0%	-1.3	-1.5%	5.2%	2.4%	0.5%
Cc1nn2c(=O)cc(CN(C)c3ccccc3)nc2s1	21.3%	-2.1%	1.4%[57.1 µM]	0.1%	4.7	2.5%	-23.7%	9.0%[57.1 µM]	-15.9%
O=C(Nc1cccc(Cl)c1)Nc1ccccc1C(=O)NCc1ccco1	3.3%	2.1%	5.1%[57.1 µM]	-12.8%	0.7	-15.3%	-33.7%	23.4%[57.1 µM]	-19.0%
CCOC(=O)c1c(C)[nH]c(C(=O)COC(=O)C(C)Oc2ccc(Cl)cc2Cl)c1C (stereo not given)	5.1%	-0.5%	-14.7%	-4.5%	-4.1	-0.8%	-27.5%	-7.4%	-7.5%
O=C(NC(=S)Nc1cc(S(=O)(=O)N2CCOCC2)ccc1O)c1ccco1	-4.2%	2.4%	-1.2%	-5.8%	-1.4	5.8%	0.0%	-17.9%	-13.2%
COc1ccc(C(=O)NNC(=S)NC(=O)c2cc(-c3ccccc3)nc3ccccc23)cc1	0.0%	1.3%	7.6%[57.1 µM]	1.4%	-0.6	-0.8%	-52.9%	-21.6%	-16.9%
CCOC(=O)c1c2n(c3ccc(O)cc13)CCC2	1.5%	-1.2%	6.9%[57.1 µM]	-1.0%	-1.6	0.2%	9.0%[11.4 µM]	17.4%	-16.6%
COC(=O)[C@]1(Cc2ccccc2)N[C@H](c2ccc(-c3cccc(Cl)c3)c(OC)c2)[C@@H]2C(=O)N(C)C(=O)[C@@H]21	16.1%	-5.3%	11.4%	-0.8%	-2.5	-12.2%	-16.9%	-17.1%	-24.8%
COc1ccc(NC(=O)c2cccnc2C(=O)O)c(OC)c1	-6.6%	-3.1%	-2.3%	-19.2%	2.1	4.2%	-8.2%	23.7%	3.4%
O=C(O)CN1C(=O)c2ccc(Oc3cccc4c3C(=O)N(CC(=O)O)C4=O)cc2C1=O	4.2%	1.3%	7.7%[57.1 µM]	-0.6%	3.5	-3.1%	3.8%	8.6%[57.1 µM]	-18.8%
CC(SCc1ccccc1)C(=O)NN=C1CCN(C)CC1 (stereo not given)	4.7%	-1.7%	13.2%	-5.0%	-5.0	0.7%	8.9%	23.8%	?
COC(=O)c1cccc(Oc2cccc(C(F)(F)F)c2)n1	-0.2%	0.1%	-4.1%	-3.8%	-1.8	2.1%	-9.4%	1.0%	-11.3%

Grouped by structure: the entries above with an aryl thioether with sulfur outside any ring (2)
SMILES	IDH1 R132H inh	GRP78 ERSR act	TrxR1 substrate	Vif-APOBEC3F blk	LDHA inh	Vif-APOBEC3G blk	RGS4 inhibitor	TrxR1 inh	USP1-UAF1 inh
COc1cc(NC(=O)CSc2cc(=O)n(C)c3ccccc23)cc(OC)c1OC	-7.2%	-3.9%	-2.0%	2.1%	-11.3	0.9%	21.9%	6.4%	-17.9%
CCCN(C(=O)CSc1nnnn1C)c1c(N)n(Cc2ccccc2)c(=O)[nH]c1=O	-10.6%	-0.8%	-1.0%	-6.1%	-2.6	0.2%	7.8%[56.9 µM]	7.5%	-1.3%

Next results follow.
SMILES	IDH1 R132H inh	GRP78 ERSR act	TrxR1 substrate	Vif-APOBEC3F blk	LDHA inh	Vif-APOBEC3G blk	RGS4 inhibitor	TrxR1 inh	USP1-UAF1 inh
C/C(=N/OC(=O)c1ccc(Br)cc1)c1ccc(C)cc1	19.1%	-4.6%	2.9%	1.2%	-4.5	1.8%	-20.1%	10.1%	-5.2%
Cc1ccc(-c2nn(-c3ccccc3)cc2NC(=O)CCl)cc1	7.8%	-8.9%	-10.9%[57.1 µM]	-1.5%	1.0	?	-16.3%	?	-23.8%
Cc1cccc(NC(=O)CCCn2cc([N+](=O)[O-])cn2)n1	3.3%	-0.2%	-1.0%	13.2%	-1.6	4.9%	2.3%	12.6%	-13.2%
COc1cc(OC)c2c(-c3cccc(-c4ccc(C#N)cc4)c3)cc(=O)oc2c1	3.3%	-1.6%&-3.9%	6.9%	-3.2%	0.8	?	9.4%	12.0%	-20.1%
Cc1ccc(C(=O)N(Cc2ccco2)c2ccccn2)cc1	9.9%	-0.2%	3.5%	-0.2%	0.5	5.8%	4.6%	5.4%	-16.2%
Cc1cc(NC(=O)C(C)SCC(=O)Nc2ccc(C(=O)OC(C)C)cc2)no1 (stereo not given)	4.7%	-0.8%	.	-7.3%	-5.1	0.4%	.	.	-22.3%
O=C(COC(=O)C1CCN(S(=O)(=O)c2ccc3c(c2)OCCO3)CC1)Nc1cccc2ccccc12	-2.0%	-4.2%	-1.2%	-3.1%	-3.4	3.5%	-21.9%	5.6%	-12.2%
Clc1cccc(N/N=C(\Cc2nc3ccccc3[nH]2)c2ccccc2)c1	1.8%	5.7%	-9.0%	-9.4%	-4.4	-15.4%	-27.5%	-12.5%	?
CC(C)Cn1c(/C=C/c2ccco2)nc2ccccc21	-5.5%	2.9%	6.8%	-14.4%	-3.8	-14.4%	0.1%	-15.8%	-12.7%
O=C(O)C1CCN(S(=O)(=O)c2cccc3nonc23)CC1	1.9%	-5.8%	-7.4%	3.6%	-1.6	-0.1%	3.2%	-3.9%	-21.2%
CCOCCn1cnc2sc(C(=O)NCCCN3CCOCC3)c(C)c2c1=O	-3.5%	1.5%	-5.2%	2.5%	-1.7	-0.3%	18.9%[11.4 µM]	6.7%	-8.0%
COc1ccc(C2=NN(c3nc4ccccc4s3)C(=O)/C2=C\N(C)C)cc1	-1.2%	-3.6%	-10.3%	-8.4%	-9.6	-1.2%	-14.7%	-20.3%	-23.6%
O=C1C(Cc2ccc(O)cc2)NC(=S)N1C1CCCCC1 (stereo not given)	2.3%	-0.1%	1.1%	-7.7%	-2.3	-0.5%	-16.5%	3.9%	-6.2%
Cc1ccc(NC(=O)c2cnccn2)cc1C	2.7%	-3.2%	1.9%	2.6%	-4.7	-1.3%	23.6%	17.0%	-20.3%
CC(C)c1nc(=S)n(-c2ccccc2)[nH]1	0.7%	1.7%	3.6%	0.5%	-2.4	-1.4%	-28.2%	-16.8%	-15.3%
CCCN(CC(=O)Nc1ccccc1C)C(=O)c1sc2ccccc2c1Cl	-1.7%	-1.5%	-8.5%	4.4%	-6.9	-0.1%	6.9%	-5.0%	-18.9%
S=C(NCCCc1cnc[nH]1)NCCCN(CCc1ccc(Cl)cc1)c1ccc(Br)cn1	.	-11.0%	1.3%	.	2.4	-3.9%	-14.2%	30.0%	.
CC(C)CN(CCCNC(=O)CN1N=C(c2ccccc2)CCC1=O)CC(C)C	-17.6%	-0.4%	1.1%[57.1 µM]	-1.2%	-0.5	-0.1%	4.7%	12.4%[57.1 µM]	3.6%
